S3 lipid droplet: qHTS Assay for Lipid Storage Modulators in Drosophila S3 Cells | Drosophila S3 cells, BODIPY lipid droplet fluorescence, 18-24 h; cells fed with added oleic acid | Potency in µM for hits, for the others lipid storage change, negative = inhibition, % at the top dose, mostly 46.1 µM | 320,000 compounds, 0.64% hits; active = well fitted inhibition curve with a large enough effect in the signal ratio, with a control signal flat, not every such curve was filed as active; inconclusive = small, poorly fitted or top-dose-only effect, or effect the other way, or a change in a side signal; the % refers to the signal ratio
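Drosophila S3 cells loaded with oleic acid (400 uM, as added) and compounds at several concentrations; lipid droplets imaged by 488-nm laser-scanning cytometry, 500–530 nm intensity and object ratio to cell channel. Percent activity normalized to 20 uM Triacsin C.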
S3 lipid droplet cell count max: recorded beside S3 lipid droplet, whose call it bears; cell number change, %; measured here: cell count max response;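 cells counted by Cell Tracker Red CMTPX staining in the red channel; peak over a dose series mostly up to 46.1 µM; percent activity relative to internal control wells on each plate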
* = called active by the depositor; i = inactive; ? = inconclusive; nt = no result given. % is set by controls: 0 for no effect and ±100 for the full control effect; potency is the fitted concentration of half-maximal effect. Not all compounds are listed; the hit share may differ from the screen's.

SMILES	S3 lipid droplet	S3 lipid droplet cell count max
COC(=O)C1=C(c2ccc(-c3ccccc3)c(F)c2)C[C@@H]2CC[C@H]1N2C(=O)NC(C)C	?	nt
O=C(C[N+]12CCC(CC1)C(CO)C2)c1ccc([N+](=O)[O-])cc1 (stereo unspecified)	-13%	-23
COc1ccccc1N1CCNCC1	2%	14
CCOC(=O)C1=C(N)OC2=C(C(=O)CCC2)C12C(=O)N(CC(N)=O)c1ccccc12 (stereo unspecified)	?	nt
COc1ccc(Cc2nccc3cc(OC)c(OC)cc23)cc1OC	?	nt
COc1ccccc1CN1CCN(C(=O)COc2ccccc2)CC1	?	nt
C[C@@H]1O[C@@H](O[C@@H]2C=C3CC[C@@H]4C(CC[C@]5(C)[C@@H](c6ccc(=O)oc6)CC[C@]45O)[C@@]3(C)CC2)[C@H](O)[C@H](O)[C@H]1O (stereo partly specified)	?	nt
COc1ccc(-c2cc(=O)c3c(OC)c(OC)c(OC)cc3o2)cc1	-19%	1
CC(C)OP(=O)(OC(C)C)C(NC(=O)c1ccccc1)C(N)=O (stereo unspecified)	?	nt
CC(C)N(CCC(C(N)=O)(c1ccccc1)c1ccccn1)C(C)C (stereo unspecified)	-3%	nt
CN1C(=O)/C(=C/c2ccc(N3CCCCCC3)o2)C(=O)NC1=S	-16%	-7
Cc1cc(OCC(=O)N2CCC(C(=O)O)CC2)c2c3c(c(=O)oc2c1)CCCC3	-3%	19
Cc1ccc(-c2nc3ccccc3c(=O)n2-c2ccc(Br)cn2)cc1	6%	13
COc1ccc(-c2cc(=Nc3ccccc3)c3cc(C)ccc3o2)cc1	15%	-1
CCCCn1c(O)c(C(CC)=NCCN2CCCCC2)c(=O)[nH]c1=O	?	nt
COc1ccccc1N=C1SCCCN1C	14%	-12
COC(=O)C1=C(c2ccc3ccccc3c2)C[C@@H]2CC[C@H]1N2C(=O)N1CCC(C)CC1	?	nt
O=C(N/N=C/c1c(O)n(Cc2ccco2)c(=O)[nH]c1=O)c1ccccc1O	?	nt
N=C1c2ccccc2CN1NC(=O)c1ccccc1	?	nt
O=c1oc2ccccc2c(O)c1C(c1ccc([N+](=O)[O-])cc1)c1c(O)c2ccccc2oc1=O	?	nt

Record cards, from the list above:
`O=C(N/N=C/c1c(O)n(Cc2ccco2)c(=O)[nH]c1=O)c1ccccc1O` across the screens: S3 lipid droplet = ?; S3 lipid droplet cell count max = nt
`COc1ccc(-c2cc(=Nc3ccccc3)c3cc(C)ccc3o2)cc1` across the screens: S3 lipid droplet = 15%; S3 lipid droplet cell count max = -1
`CCCCn1c(O)c(C(CC)=NCCN2CCCCC2)c(=O)[nH]c1=O` across the screens: S3 lipid droplet = ?; S3 lipid droplet cell count max = nt

Additional entries
SMILES	S3 lipid droplet	S3 lipid droplet cell count max
C=CCn1c(C)c(C=C2C(=O)NC(=O)NC2=O)c2ccccc21	10%	6
CCC(C)C(=O)N[C@@H](c1ccccc1)[C@@H](O)C(=O)O[C@H]1C[C@@]2(O)[C@@H](OC(=O)c3ccccc3)C3[C@](C)(C(=O)[C@H](OC(C)=O)C(=C1C)C2(C)C)[C@@H](O)C[C@H]1OC[C@@]31OC(C)=O (stereo partly specified)	-17%	-6
COc1cccc(CNCCc2c[nH]c3ccccc23)c1OC	2%	12
COC(=O)OCC12CCC(O1)C1(C)C(=O)OCC21 (stereo unspecified)	0%	-26
CC(C(=O)c1c[nH]c2ccccc12)N1CCSCC1 (stereo unspecified)	4%	6
COc1cccc(N2C(=O)NC(=O)/C(=C\c3cn(C)c4ccccc34)C2=O)c1	8%	30
Nc1ccccc1C(=O)OC1CSC1	12%	1
Cc1sc2c(c1C)C(c1ccc(C(C)(C)C)cc1)=NCC(=O)N2CC(=O)Nc1nccs1	?	nt
CCCN(CC#CCO)CCC	2%	2
CCOc1ccc(N=Cc2c(O)n(C(C)(C)C)c(=O)[nH]c2=O)cc1	?	nt
CC(C)CCOP(=O)(c1ccc(N(C)C)cc1)C(O)c1ccc(C(C)C)cc1 (stereo unspecified)	?	nt
COc1ccc(C(=O)N2CCC3(CC2)OCCO3)cc1	i	28
COc1cccc(-c2nn(CCC#N)cc2C(=O)Nc2ccccc2Cl)c1	11%	-1
N#CCCn1cc(C(=O)Nc2ccccc2Cl)c(-c2ccc([N+](=O)[O-])cc2)n1	?	nt
CCOP(=O)(Cc1cc(C(=O)CC)c(C)o1)OCC	?	nt
CCOc1ccc(-n2c(-c3ccoc3)nc3ccccc3c2=O)cc1	-9%	nt
Cc1ccc2c(c1)C1CN(C)CCC1N2C(=O)Cn1nnc(-c2ccccc2F)n1 (stereo unspecified)	?	nt
CCOP(=O)(Cc1cc(C(C)=O)c(C)o1)OCC	-9%	4
COc1ccc2[nH]c(C)c(CCN3CCC(=O)C(C)C3C)c2c1 (stereo unspecified)	?	nt
O=C(c1ccc(Cl)cc1)C1CCCN(C2CCSCC2)C1 (stereo unspecified)	?	nt

An excerpt from above in order of SMILES length, descending.
SMILES	S3 lipid droplet	S3 lipid droplet cell count max
CCC(C)C(=O)N[C@@H](c1ccccc1)[C@@H](O)C(=O)O[C@H]1C[C@@]2(O)[C@@H](OC(=O)c3ccccc3)C3[C@](C)(C(=O)[C@H](OC(C)=O)C(=C1C)C2(C)C)[C@@H](O)C[C@H]1OC[C@@]31OC(C)=O (stereo partly specified)	-17%	-6
COc1cccc(-c2nn(CCC#N)cc2C(=O)Nc2ccccc2Cl)c1	11%	-1
COc1cccc(CNCCc2c[nH]c3ccccc23)c1OC	2%	12
COc1ccc(C(=O)N2CCC3(CC2)OCCO3)cc1	i	28
CCCN(CC#CCO)CCC	2%	2

The list continues:
SMILES	S3 lipid droplet	S3 lipid droplet cell count max
CC(C)(O)C(=O)Nc1ccc([N+](=O)[O-])c(C(F)(F)F)c1	?	nt
COc1ccc(C(=O)c2nc3ccccc3n2C(C)C)cc1OC	12%	-33
Cc1ccc2[nH]c(C)c(CCNCc3ccco3)c2c1	?	nt
Cc1cc(N2C(=O)C3CCCN3C2c2cccc(Cl)c2)no1 (stereo unspecified)	4%	-2
CC(=O)c1ccc(OC(C)C)c(Cc2c(O)[nH]c(=S)[nH]c2=O)c1	15%	6
Cc1c2ccncc2c(C)c2c1[nH]c1ccccc12	?	nt
O=C(C1CCC(=O)N1Cc1ccccc1Cl)N1CCC2(CC1)OCCO2 (stereo unspecified)	?	nt
O=[N+]([O-])CCO	15%	24
CCOP(=O)(OCC)C(Nc1cccc(C)c1)c1ccc(F)cc1 (stereo unspecified)	?	nt
Cc1c(/C=N/O)c2ccccc2n1C	0%	-22
O=P1(O)C=C(c2ccccc2)NC(c2ccccc2)=C1	?	nt
O=c1c2ccccc2[nH]c(=S)n1-c1ccc2c(c1)OCO2	-7%	4
O=C(NC(c1ccc(Cl)cc1)P(=O)(Oc1ccccc1)Oc1ccccc1)OCc1ccccc1 (stereo unspecified)	6%	7
COC(=O)C1=C(c2ccc(OC)c(OC)c2)C[C@@H]2CC[C@H]1N2C(=O)NC1CCCCC1	?	nt
COC(=O)C1=C(c2ccc(OC(F)(F)F)cc2)C[C@@H]2CC[C@H]1N2C(=O)NCCNC(C)=O	?	nt
O=c1cccc2n1CC1CC2CN(Cc2cccc(Cl)c2Cl)C1 (stereo unspecified)	?	nt
CCCOC(=O)c1c(N)n(Cc2cccs2)c2nc3ccccc3nc12	?	nt
COc1ccccc1CN1CCCC(C(=O)c2ccccc2SC)C1 (stereo unspecified)	17%	4
CCn1c(O)c(N=Nc2cccc(S(=O)(=O)N3CCOCC3)c2)c(=O)n(CC)c1=S	?	nt
CN(C)CCc1nn[nH]n1	6%	15
O=C(c1cccn2c(=O)c3ccc(Cl)cc3nc12)N1CCC2(CC1)OCCO2	?	nt
CCOP(=O)(OCC)C(NC(=O)c1cccc(C)c1)C(Cl)(Cl)Cl (stereo unspecified)	?	nt
COc1cc(CN2CC3CC(C2)c2cccc(=O)n2C3)cc(OC)c1OC (stereo unspecified)	-14%	-11
COP(=O)(Cc1ccc(C#N)o1)OC	-6%	4
CN1CCN(c2ccc3nccnc3c2)CC1	-18%	15
O=S1(=O)CC2(N3CCOCC3)CCCCC21 (stereo unspecified)	15%	nt
O=P(OCC(F)(F)C(F)F)(N1CCCCC1)N1CCCCC1	?	nt
Cn1cc(C(=O)OCC(=O)NC2(C#N)CCCCC2)c2ccccc21	?	nt
Cc1oc(-c2cccs2)nc1CSCC(=O)N1CCC2(CC1)OCCO2	?	nt
Cc1ncc(CN2CCCC(C(=O)c3sccc3C)C2)s1 (stereo unspecified)	4%	-3
O=C(Nc1cccc(Cl)c1)N1C[C@H]2C[C@@H](C1)c1cccc(=O)n1C2	17%	-8
CCOC(=O)C1CCN(/C=C2/C(=O)NC(=O)N(c3ccc(OCC)cc3)C2=O)CC1	?	nt
COc1cc(CNCCc2c[nH]c3ccccc23)cc(OC)c1	?	nt
O=C(CN1CC=C(c2ccccc2)CC1)NC(=O)NCc1ccccc1	?	nt
CC(=O)OCC(=O)[C@H]1CC[C@H]2[C@@H]3CC[C@H]4C[C@H](O)CC[C@]4(C)[C@H]3C(=O)C[C@]12C	?	nt
N/C(=N/[N+](=O)[O-])N1CCN(C(=O)Oc2ccc([N+](=O)[O-])cc2)CC1	?	nt
CC1N=C(c2ccccc2Cl)c2cc(Br)ccc2NC1=O (stereo unspecified)	-11%	12
CCN1C(=O)c2ccccc2Sc2ccc(C(=O)N3CCC4(CC3)OCCO4)cc21	?	nt
COc1cc2c(c(OC)c1)C(=O)OC(C)CCCC(=O)CCCCC2 (stereo unspecified)	20%	6
O=c1c2ccccc2nc(/C=C/c2ccccc2O)n1-c1ccccc1O	-12%	-16
CCN(CC)c1ccc(N=Cc2c(O)n(-c3ccc(OC)cc3)c(=O)[nH]c2=O)cc1	?	nt
CCN1C(=O)NC(=O)/C(=C\c2cn(CC(=O)N3CCCC3)c3ccccc23)C1=O	?	nt
Clc1ccc2c(c1)C(c1ccccc1Cl)=NCc1nnc(N3CCN(CCSc4ccccc4)CC3)n1-2	?	nt
O=C(CN1CC=C(c2ccccc2)CC1)Nc1cc(Cl)ccc1Cl	?	nt
N#CCCn1cc(C(=O)O)c(-c2cccc([N+](=O)[O-])c2)n1	?	nt
N=C1c2ccccc2CN1NC(=O)c1ccc(F)cc1	?	nt
CC(C)NS(=O)(=O)c1ccc(OCC(=O)N2CCN(Cc3ccc4c(c3)OCO4)CC2)c(Cl)c1	?	nt
CSc1ccccc1C(=O)C1CCCN(Cc2cccc(C)n2)C1 (stereo unspecified)	3%	6
Cc1ccc2c(c1)CCCN2N=O	?	nt
O=C(Cn1c(=O)oc2cccnc21)Nc1ccccc1Oc1ccc(Cl)cc1Cl	?	nt
c1ccc(-c2ccc(-c3n(-c4ccccn4)c4ccccc4[n+]3-c3ccccn3)cc2)cc1	?	nt
CCC1C=CC=CC[C@H](C)[C@@H](O)[C@](C)(O)C(=O)[C@@H](C)[C@H](O)[C@@H](C)C(=O)[C@H](C)[C@@H](O)[C@H](C)C=CC(=O)OC2[C@@H](C)C(CC1)OC1(CC[C@@H](C)C(C[C@H](C)O)O1)[C@@H]2C (stereo partly specified)	?	nt
O=C(NC(Oc1ccccc1)C(Cl)(Cl)Cl)c1ccccc1 (stereo unspecified)	-8%	-1
CC(=O)n1cc(C=C2C(=O)NC(=O)NC2=O)c2ccccc21	i	8
COc1cccc(CNCCc2ccc3c(c2)OCO3)c1OC	?	nt
COc1ncccc1C(=O)NCC(CC(=O)O)c1ccccc1 (stereo unspecified)	6%	5
O=C(CN1CCOCC1)Nc1ccc(Br)cc1C(=O)c1ccccc1	6%	4
c1ccc(CN2CCN(Cc3ccc4c(c3)OCCO4)CC2)cc1	?	nt
COc1ccc(-c2nc3ccccc3c(=O)n2-c2nccs2)cc1	?	nt
COc1ccccc1[As](=O)(O)CC(O)COc1ccc(Cl)cc1Cl (stereo unspecified)	?	nt
(list continues)
SMILES	S3 lipid droplet	S3 lipid droplet cell count max
Cc1cc(C(=O)OCC(=O)Nc2cccc(F)c2)c(C)n1C1CC1	?	nt
CCN(CC)CCN=Cc1c(O)n(CCc2ccccc2)c(=O)[nH]c1=O	2%	13
COc1ccc(Cn2c(N)c(C(=O)NCc3ccco3)c3nc4ccccc4nc32)cc1OC	?	nt
C=CCn1c(O)c(C(C)=NC2CCN(Cc3ccccc3)CC2)c(=O)[nH]c1=O	1%	5
Oc1ccccc1CN(CCc1ccccc1)Cc1ccccc1	?	nt
COc1cc(OC)c(OC)cc1/C=C1\C(=O)NC(=O)N(Cc2ccccc2)C1=O	3%	-2
CCOP(=O)(Cc1ccc(C(=O)CC)o1)OCC	?	nt
CC1CCCCN1CCNS(=O)(=O)c1ccc2c(c1)oc(=O)n2C (stereo unspecified)	29µM*	-184*
CN1CC=C(c2c[nH]c3ccccc23)CC1	-1%	1
CN1CCN(c2cc(N3CCCCCC3)c(F)cc2[N+](=O)[O-])CC1	?	nt
CCCCCCC(=O)N/N=C/c1c(O)n(C2CC2)c(=S)[nH]c1=O	6%	-3

Bioassay records (PubChem BioAssay)
